High-throughput results (PubChem BioAssay)
DT40 TDP1 no CPT = qHTS for Inhibitors of human tyrosyl-DNA phosphodiesterase 1 (TDP1): qHTS in cells in absence of CPT; AID 686978, 2013; Potency, µM (top dose mostly 46.2 µM), without a hit: at the top dose activity change, negative = growth inhibition, usual class: inhibitors; hit rate 15% among 420,000; DT40 Tdp1-/- hTDP1 cells, no CPT, ATP luminescence, 48 h; also: nearly all actives have a fitted effect of over 55% in size
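No-CPT arm: Tdp1-/-;hTDP1 DT40 cells (400/well) plus compounds, incubated ≥48 hr at 37 °C. Readout CellTiter-Glo luminescence.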
KAT2A inh = blocks human GCN5L2 histone acetyltransferase. GCN5L2 HAT assay, ThioGlo1 CoA-SH fluorescence. Q92830. Potency, µM (doses to about 58.9 µM), for inactives: at the highest dose activity change, negative = inhibition, most hits filed as inhibitors. hit rate 0.21% among 390,000
Target sequence (Q92830 whole entry, looked up): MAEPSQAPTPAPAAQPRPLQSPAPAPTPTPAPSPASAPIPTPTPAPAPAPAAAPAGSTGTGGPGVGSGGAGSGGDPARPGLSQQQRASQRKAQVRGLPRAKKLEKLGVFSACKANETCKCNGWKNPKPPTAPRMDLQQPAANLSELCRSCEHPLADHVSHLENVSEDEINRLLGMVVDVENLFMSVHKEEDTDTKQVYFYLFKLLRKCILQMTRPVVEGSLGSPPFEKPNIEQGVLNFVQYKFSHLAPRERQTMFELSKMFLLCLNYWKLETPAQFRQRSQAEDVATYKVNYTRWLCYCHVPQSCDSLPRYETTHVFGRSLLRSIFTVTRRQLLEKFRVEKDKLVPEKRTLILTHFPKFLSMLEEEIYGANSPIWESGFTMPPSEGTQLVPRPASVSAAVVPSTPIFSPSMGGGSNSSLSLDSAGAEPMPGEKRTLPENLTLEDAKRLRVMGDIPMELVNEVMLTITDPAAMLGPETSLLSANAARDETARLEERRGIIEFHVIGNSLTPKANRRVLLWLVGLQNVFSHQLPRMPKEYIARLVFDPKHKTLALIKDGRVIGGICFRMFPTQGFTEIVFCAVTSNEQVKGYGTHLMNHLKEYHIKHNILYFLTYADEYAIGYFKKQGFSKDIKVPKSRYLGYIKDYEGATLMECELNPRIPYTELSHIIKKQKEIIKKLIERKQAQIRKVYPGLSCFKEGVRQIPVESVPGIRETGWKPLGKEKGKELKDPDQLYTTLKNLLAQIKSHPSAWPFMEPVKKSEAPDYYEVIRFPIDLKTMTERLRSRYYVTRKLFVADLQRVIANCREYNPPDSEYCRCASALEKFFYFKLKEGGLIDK
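Compounds, pin-transferred from DMSO stocks, meet 20nM GCN5L2 for 15 min before the reaction begins with H3(1-25) peptide (75uM) and acetyl-CoA (70uM). Thiol-reactive ThioGlo1 reports CoA release over 20 min at room temperature.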
TDP1 cell CPT = growth inhibition of DT40 Tdp1-/-;hTDP1 cells with camptothecin (screen for TDP1 inhibitors); chicken DT40 Tdp1-/-;hTDP1 cells + 20 nM CPT, ATP luminescence, 48 h; AID 686979; hit rate 12% among 420,000; Potency, µM (series often up to 46.2 µM), without a hit: at the highest dose activity change, negative = growth inhibition, most hits filed as inhibitors; also: nearly all actives have a fitted effect of over 55% in size
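Chicken DT40 Tdp1-/- cells complemented with human TDP1, 400 cells/well, exposed to compounds plus 20 nM camptothecin for at least 48 h at 37 C; viability read as ATP content by CellTiter-Glo luminescence.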
* marks the source's active call; other numbers are inactive results; ? = inconclusive; / = no result given; & = joins results of further samples. Calls follow the shape of the dose curve; as a rule, active = well fitted curve in the direction sought with a large enough effect; inconclusive = small, poorly fitted or top-dose-only effect, or another doubt; inactive = no such curve, though single readings can be large; an effect the other way counts as inactive or inconclusive. % is scaled to controls: 0 for no effect and ±100 for the full control effect; potency is read from the fitted curve at half-maximal effect.

SMILES	DT40 TDP1 no CPT	KAT2A inh	TDP1 cell CPT
O=[N+]([O-])c1cc(C(F)(F)F)ccc1NCCc1ccncc1	?	-1%	?
CC(C)(C)NNC(=S)Nc1ccc(S(=O)(=O)N2CCOCC2)cc1	?	1%	-9%
CC(CN1CCCCC1)NC(=O)c1cc(-c2ccccn2)nc2ccc(Cl)cc12 (stereo unspecified)	-20%	-4%	-2%
CC(C)(C)c1[nH]ncc1[N+](=O)[O-]	15%	-1%	-1%
CC(C)CCOc1ccc(C(=O)NCC2OCCc3ccccc32)cc1 (stereo unspecified)	?	-3%	?
Cc1ccc(CNC(=O)c2cc(S(=O)(=O)N3CCOCC3)cn2C)cc1	-14%	1%	4%
COc1ccc(-c2nc3cnc(Nc4cccc(OC)c4)nc3n(C)c2=O)cc1	?	-10%	?
CCOc1ccc(N2CC(NS(=O)(=O)c3cccnc3)CC2=O)cc1 (stereo unspecified)	-2%	-15%	-6%
C=CCC[C@H](Cc1ccc(F)cc1)C(=O)OC[C@H](Cc1c[nH]c2ccccc12)NC(=O)[C@@H](CC=C)CC(=O)N[C@@H](CO)Cc1ccccc1	16µM*	-1%	5.8µM*
COc1cccc(-c2cnc(C(O)c3cccc(OC)c3)[nH]2)c1 (stereo unspecified)	-22%	/	-23%
CC(C)(C)c1ccc(C(=O)NC(=S)NCc2ccco2)cc1	?	-4%	?
COc1ccc(CNC(=O)c2ccc(NC(=O)N3CC4CCCN4c4ccccc43)cc2)cc1 (stereo unspecified)	21µM*	-7%	?
CCc1ccc(NC(=O)N(Cc2cn(CC)c3ccccc23)C2CCCCC2)cc1	12µM*	-5%	7.3µM*
CCOc1ccc(NC(=O)CN2CCCC2c2cccs2)cc1S(=O)(=O)N1CCCCC1 (stereo unspecified)	15µM*	-11%	15µM*
NS(=O)(=O)c1cc2c(cc1Cl)NC=NS2(=O)=O	0%&-1%&1%	-4%	2%&2%&9%
CCN(c1cccc(C)c1)S(=O)(=O)c1ccc2c3c(cccc13)C(=O)N2	11µM*	-8%	?
O=[N+]([O-])c1ccccc1CN1CCN(S(=O)(=O)Cc2ccccc2)CC1	-22%	-3%	-11%
O=C(Nc1ccc([N+](=O)[O-])cc1)Nc1ccc2c(c1)OCCO2	15µM*	1%	?
COc1cc(Cl)c(S(=O)(=O)N2CCCC2)cc1Cl	?	-1%	-24%
C=CCNc1ncnc2c1ncn2[C@H]1CN(Cc2ccc3c(c2)OCO3)C[C@@H](CO)O1	?	/	?
O=C(Nc1ccc2c(c1)OCO2)c1c(F)c(F)c(F)c(F)c1F	-7%	-12%	2%
COc1ccc(C(O)P(=O)(OCC(C)C)OCC(C)C)c(OC)c1 (stereo unspecified)	-3%	0%	0%
CCOC(=O)c1ccoc1CSCc1ccc(C(=O)OC)o1	?	3%	?
CS(=O)(=O)N1CCN(c2ccc(NC(=S)NC(=O)c3cccs3)cc2)CC1	14%	-13%	-9%
CCc1cccc(NC(=S)Nc2ccc(CN3CCOCC3)cc2)c1	-16%	-3%	-15%
Cc1n[nH]c(C)c1CCCCOc1ccccc1F	?	-3%	-28%
O=C1CN(C(=O)COC(=O)/C=C/c2ccco2)c2ccccc2N1	-3%	-7%	9%
COc1ccc(C(C(=O)NC2CCCC2)N(CC2CCCO2)C(=O)Cn2nnc(-c3ccc(C)o3)n2)cc1 (stereo unspecified)	-8%	-5%	-11%
COc1ccc(N(C(=O)c2ccco2)C(C(=O)NC2CCCC2)c2cccnc2)c(OC)c1 (stereo unspecified)	-25%	0%	0%
Cc1ccccc1C(=O)NNC(=O)CSc1nc(-c2ccccc2)cc(=O)[nH]1	?	2%	-10%
O=C(O)CSCC(=O)c1ccccc1	-9%	-1%	-14%
CCSc1nnc(NC(=O)CSc2nc3c(c(=O)n2-c2ccccc2OC)SCC3)s1	-16%	-7%	-3%
Cc1cc(/C=C(\C#N)C(=O)O)c(C)n1C1CC1	-16%	-12%	-11%
OC(COc1ccc2ccccc2c1)CN1CCN(c2ccc(F)cc2)CC1 (stereo unspecified)	?	-1%	?
COc1ccc2oc(C)c(C(=O)c3ccccc3)c2c1	?	/	-2%
CCC(=O)N1CCC(C)(C(=O)Nc2ccc3c(c2)OCO3)C1 (stereo unspecified)	-6%	/	?
COc1cc(/C=N/N=C2/NC(=O)C(CC(=O)O)S2)ccc1OCc1ccc(Cl)cc1 (stereo unspecified)	-1%	-4%	-1%
COC(=O)C1CCN(C(=O)c2c(-c3ccccc3Cl)noc2C)CC1	-18%	-2%	0%
COC(=O)c1ccccc1NC(=O)CN1CCOCC1	-3%	20%	-1%
COc1ccc(OC)c(-c2c3cc(O)c(=O)cc-3oc3cc(O)c(O)cc23)c1	?	?	?
CC[C@]1(C(=O)OC)[C@H]2C(=O)N(Cc3ccccc3)C(=O)[C@H]2[C@H]2CN=C(SC)N21	-17%	0%	-14%
CCCN1CCN(C(=O)c2ccc3[nH]c(C)c(C)c3c2)CC1	-4%	/	-12%
CC1(c2nnnn2-c2ccc3c(c2)OCCO3)CCC(=O)N1Cc1cccnc1 (stereo unspecified)	-15%	/	-21%
Cc1ccc(NC(=O)C2CC(=O)n3ncnc3N2)cc1 (stereo unspecified)	-1%	-1%	-2%
CCCS(=O)(=O)c1nc(S(=O)(=O)c2ccc(C)cc2)c(NCCCN(C)C)s1	25%	-4%	-4%
Cc1nn(-c2ccccc2)c(Cl)c1/C=C1\SC(=S)N(CCCCCC(=O)O)C1=O	-7%	-17%	-1%
CCS(=O)(=O)c1ccc2c(c1)NC(=O)C(CCO)O2 (stereo unspecified)	-1%	1%	-6%
O=C(Oc1ccc(Cl)cc1)c1cc(-c2ccc3c(c2)OCCO3)on1	-24%	-14%	-15%
Cc1cc(-n2c(C)cc(C(=O)CSc3nnnn3-c3ccc(Cl)cc3)c2C)no1	7.3µM*	-18%	?
CCOC(=O)C1CCN(C/C=C/c2ccccc2[N+](=O)[O-])CC1	3%	-1%	6%
COc1cccc(OC(=O)c2ccccc2)c1OC(=O)c1ccccc1	?	/	?
Cc1cc(C)n2nc(/C(C#N)=C/c3ccccn3)c(C#N)c2n1	9.2µM*	-14%	?
CCCCSCCCNC(=O)Nc1ccc(CC)cc1	-37%	-12%	-1%
Cc1ccc2[nH]c3c(c2c1)CN(C(=O)CN1c2ccc(F)cc2CCC1C)CC3 (stereo unspecified)	?	-3%	-74%
CN(c1ccc(C(=O)N2CCN(Cc3ccccc3)CC2)cc1)S(=O)(=O)c1ccccc1	15µM*	-3%	-28%
CCNC(=O)C1(C)CCN1CCC(=O)c1ccc(C)cc1 (stereo unspecified)	16µM*	/	21µM*
COc1ccc(NC(=O)C[C@H]2C(=O)N(Cc3cccnc3)C[C@@H]2Cc2ccccc2)cc1	-22%	/	-18%
COc1ccccc1OC(C)C(=O)NNC(=S)NC1CCCC1 (stereo unspecified)	7%	-3%	-2%
O=C(CSc1ccccn1)N/N=C/c1cccc([N+](=O)[O-])c1	-23%	3%	6%
COc1ccc(NC(=O)COC(=O)c2cc(SC)ccc2Cl)c(OC)c1	-24%	1%	24%

Shown with values under each structure: 13 of the compounds above
Results follow in this order: DT40 TDP1 no CPT, KAT2A inh, TDP1 cell CPT
> CCCS(=O)(=O)c1nc(S(=O)(=O)c2ccc(C)cc2)c(NCCCN(C)C)s1
→ 25%, -4%, -4%
> Cc1nn(-c2ccccc2)c(Cl)c1/C=C1\SC(=S)N(CCCCCC(=O)O)C1=O
→ -7%, -17%, -1%
> CCS(=O)(=O)c1ccc2c(c1)NC(=O)C(CCO)O2 (stereo unspecified)
→ -1%, 1%, -6%
> O=C(Oc1ccc(Cl)cc1)c1cc(-c2ccc3c(c2)OCCO3)on1
→ -24%, -14%, -15%
> Cc1cc(-n2c(C)cc(C(=O)CSc3nnnn3-c3ccc(Cl)cc3)c2C)no1
→ 7.3µM*, -18%, ?
> CCOC(=O)C1CCN(C/C=C/c2ccccc2[N+](=O)[O-])CC1
→ 3%, -1%, 6%
> COc1cccc(OC(=O)c2ccccc2)c1OC(=O)c1ccccc1
→ ?, /, ?
> Cc1cc(C)n2nc(/C(C#N)=C/c3ccccn3)c(C#N)c2n1
→ 9.2µM*, -14%, ?
> CCCCSCCCNC(=O)Nc1ccc(CC)cc1
→ -37%, -12%, -1%
> Cc1ccc2[nH]c3c(c2c1)CN(C(=O)CN1c2ccc(F)cc2CCC1C)CC3 (stereo unspecified)
→ ?, -3%, -74%
> CN(c1ccc(C(=O)N2CCN(Cc3ccccc3)CC2)cc1)S(=O)(=O)c1ccccc1
→ 15µM*, -3%, -28%
> CCNC(=O)C1(C)CCN1CCC(=O)c1ccc(C)cc1 (stereo unspecified)
→ 16µM*, /, 21µM*
> COc1ccc(NC(=O)C[C@H]2C(=O)N(Cc3cccnc3)C[C@@H]2Cc2ccccc2)cc1
→ -22%, /, -18%

(next part)
SMILES	DT40 TDP1 no CPT	KAT2A inh	TDP1 cell CPT
NS(=O)(=O)c1ccc(NC(=O)CCn2c(=O)oc3ccccc32)cc1	0%	3%	2%
O=c1oc2cc(O)ccc2c2ccccc12	-13%	-6%	-6%
CS(=O)(=O)Nc1cccc(-c2ccc3ncnc(NCc4cccs4)c3c2)c1	?	-16%	?
CC1CC(C)CN(C(=O)CSc2nnc3ccccn23)C1 (stereo unspecified)	4%	-3%	-17%
CC(CCc1ccccc1)NC(=O)CCc1cn(C)c2ccccc12 (stereo unspecified)	18µM*	-4%	-1%
CC1CC(C)CN(C(=O)CCCNC(=O)c2ccc(Cl)cc2)C1 (stereo unspecified)	-1%	0%	-18%
Cc1cccc(-c2cc3nc(C)cc(=O)n3[nH]2)c1	?	/	-28%
COc1cccc(-c2nc(NCCN3CCOCC3)c3ccccc3n2)c1	?	-13%	?
CCN1C(=O)[C@H]2[C@@H](c3ccc(C)cc3)N3C(=O)N(c4cccc(Br)c4)C(=O)[C@@]3(Cc3ccccc3)[C@H]2C1=O	?	-7%	-30%
[O-][n+]1ccc(C2CC2)cc1	-24%	3%	?
CCOc1ccc2nc(SCC(=O)Nc3ccc4[nH]c(=O)[nH]c4c3)[nH]c2c1	3%	-2%	-2%
CSCCC(C(=O)Nc1c(C)cccc1C)N1CCN(c2ccc(C(F)(F)F)cn2)CC1 (stereo unspecified)	-26%	/	-4%
Cc1ccc2occ(CC(=O)Nc3ccc(S(N)(=O)=O)cc3)c2c1	-14%	-9%	6%
CCOc1c(Br)cc(C(=O)N2CCCN(C)CC2)cc1OC	17%	-7%	0%
CC1(CCC(=O)O)C(=O)CCC2C1CCC1(C)C2CCC1(C)O (stereo unspecified)	1%	/	0%
NNC(=O)c1oc2nc(-c3ccc(Cl)cc3)cc(-c3ccccc3)c2c1N	-29%	-6%	?
CN(C)S(=O)(=O)c1ccc2c(c1)nc(CCC(=O)O)n2C	-3%	-1%	-12%
CCOC(=O)c1cc(-c2ccc(N3CCOCC3)cc2)nn1-c1ccc(F)cc1F	?	-4%	?
CCOc1cc(/C=N/Nc2nc(C)cc(=O)[nH]2)ccc1O	6%	1%	-23%
O=C(Cc1c(F)cccc1Cl)OCC(=O)c1ccc[nH]1	-20%	-1%	-12%
COC(=O)[C@H](CC(C)C)N1Cc2cc(OC)cc(OC)c2-c2ccccc2S1(=O)=O	16µM*	-4%	?
CCCCOC(=O)/C(=C/c1cn(C)c2ccccc12)NC(=O)c1ccc(OC)cc1	-22%	0%	2%
O=C1NN(c2ccccc2)C(=O)/C1=C\c1ccc2c(c1)OCO2	-20%	-7%	9%
Cc1n[nH]c(C)c1N=Nc1cc(Cl)ccc1Cl	?	-5%	?
CCCCS(=O)c1snnc1C (stereo unspecified)	3%	2%	3%
C/C(=N\NC(=S)NC(C)C)c1ccco1	?	-6%	?
COc1ccccc1CN(C)C(=O)c1ccccc1Sc1ccccc1C#N	?	-1%	?
Cc1c(CC(=O)O)c(=O)oc2cc(OCc3nn[nH]n3)ccc12	-18%	-4%	-14%
COc1ccc(NS(=O)(=O)c2nnc(NC(=O)c3ccccc3F)s2)cc1	?	1%&-2%	5%&-9%
O=C(Nc1ccccc1)c1ccccc1OCc1ccc(F)cc1	2%	2%	?
O=C(O)c1ccc(CSc2nc(-c3ccccc3)cc(C(F)(F)F)n2)cc1	-17%	-8%	?
CCC(C)[C@H](NC(=O)[C@@H]1CSC2c3ccccc3C(=O)N21)C(=O)N1CCCCC1 (stereo partly specified)	14%	-17%	-23%
CC(C)Oc1ccc(S(=O)(=O)N2CCOCC2)cc1NC(=O)CC1CCCC1	?	-4%	?
OC(CNCc1ccc2c(c1)OCO2)COc1ccc(F)cc1 (stereo unspecified)	?	-3%	-6%
CCOc1ccc(C(=O)CCC(=O)Nc2ccc(C)c(S(=O)(=O)N3CCCCC3)c2)cc1	16µM*	-9%	-15%
CC(=O)Nc1ccc(-c2csc(Nc3cccc(C)n3)n2)cc1	?	-8%	?
O=C(NCc1ccccc1Cl)c1ccc(NC(=O)c2nsc3ccccc23)cc1	18µM*	-5%	18µM*
